# VHR inh abs = VHR1 phosphatase inhibitors, primary screen, biochemical, absorbance, uHTS. Dual specificity protein phosphatase 3 (Homo sapiens), P51452. recombinant VHR phosphatase, pNPP absorbance. inhibition, % at 13.3 µM. 290,000 tested, 0.52% active; in the data active means inhibition above about 50%; further: some compounds called inactive have numbers as strong as hits
# Target sequence (P51452 whole entry, looked up): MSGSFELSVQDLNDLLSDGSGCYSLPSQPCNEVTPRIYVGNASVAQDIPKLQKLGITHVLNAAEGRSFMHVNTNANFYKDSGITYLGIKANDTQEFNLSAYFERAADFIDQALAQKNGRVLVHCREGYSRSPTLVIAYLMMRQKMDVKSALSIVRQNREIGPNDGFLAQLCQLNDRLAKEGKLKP
# GDH-TPI counter = GDH-TPI coupling enzyme inhibitors, primary screen, artefact control for M. tuberculosis FBA inhibitor project, biochemical, absorbance, full deck | inhibition, % at 4.8 µM | 360,000 tested, 1.2% active | GDH-TPI coupled enzyme counterscreen, NADH absorbance;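 further: 0% = DMSO wells and 100% = wells lacking the enzyme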
# UGM FP inh = M. tuberculosis UGM enzyme inhibitors, primary screen, biochemical, fluorescence polarization, single point; UDP-galactopyranose mutase (Mycobacterium tuberculosis (strain ATCC 25618 / H37Rv)), …; purified UGM, fluorescence polarization probe displacement; inhibition, % at 10 µM; 320,000 tested, 0.06% active; AID 504406, 2011; in the data active means inhibition above about 10%, passing the limit was not always enough; inconclusive means no clear call, values can overlap the other calls
# CCHFV vOTU inh = CCHFV vOTU protease inhibitors, primary screen, biochemical, Pep-AMC substrate, fluorescence. Crimean-Congo hemorrhagic fever virus L polyprotein viral ovarian tumor (vOTU) protease …. inhibition, % at 11.5 µM. 370,000 tested, 0.55% active. AID 651958, 2012; further: 0% = vehicle wells with enzyme and 100% = no enzyme wells
# BioA inh = M. tuberculosis BioA enzyme inhibitors, primary screen, biochemical, plate reader, single point, HTS | inhibition, % at 9.99 µM | 360,000 tested, 0.096% active | purified M. tuberculosis BioA enzyme | AID 602481, 2012; in the data active means inhibition above about 40%; inconclusive means no clear call, values can overlap the other calls
# Rv3671c inh = Rv3671c serine protease inhibitors, primary screen, biochemical, fluorescence polarization, M. tuberculosis H37Rv; 320,000 tested, 0.048% active; AID 2606, 2010; P9WHR9; inhibition, % at 5.96 µM; in the data active means inhibition above about 38%;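 further: extracellular domain of Rv3671c used as enzyme; 0% = enzyme with DMSO and 100% = no enzyme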
# Target sequence (P9WHR9 whole entry, looked up, the tested form may be a part): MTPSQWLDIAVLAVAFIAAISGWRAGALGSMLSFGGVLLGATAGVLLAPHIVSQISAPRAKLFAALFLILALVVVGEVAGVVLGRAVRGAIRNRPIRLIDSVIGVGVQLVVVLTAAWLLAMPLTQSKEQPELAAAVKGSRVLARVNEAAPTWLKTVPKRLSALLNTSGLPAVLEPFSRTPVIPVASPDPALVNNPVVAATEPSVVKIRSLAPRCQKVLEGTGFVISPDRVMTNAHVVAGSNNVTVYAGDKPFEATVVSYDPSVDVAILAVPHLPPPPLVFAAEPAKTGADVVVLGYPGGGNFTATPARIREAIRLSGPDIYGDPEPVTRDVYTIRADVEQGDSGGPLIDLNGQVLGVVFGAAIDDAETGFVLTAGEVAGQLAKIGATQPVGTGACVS
# FBA Mtb inh = Mtb FBA enzyme inhibitors, primary screen, biochemical, fluorescence, strain H37Rv; Fructose-bisphosphate aldolase (Mycobacterium tuberculosis (strain ATCC 25618 / H37Rv)), …; purified M. tuberculosis FBA, fluorescence read-out; inhibition, % at 1 µM; 360,000 tested, 2.3% active; AID 588726, 2011; in the data active means inhibition above about 27%;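 further: 0% = vehicle and 100% = reference inhibitor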
# Target sequence (P9WQA3 whole entry, looked up): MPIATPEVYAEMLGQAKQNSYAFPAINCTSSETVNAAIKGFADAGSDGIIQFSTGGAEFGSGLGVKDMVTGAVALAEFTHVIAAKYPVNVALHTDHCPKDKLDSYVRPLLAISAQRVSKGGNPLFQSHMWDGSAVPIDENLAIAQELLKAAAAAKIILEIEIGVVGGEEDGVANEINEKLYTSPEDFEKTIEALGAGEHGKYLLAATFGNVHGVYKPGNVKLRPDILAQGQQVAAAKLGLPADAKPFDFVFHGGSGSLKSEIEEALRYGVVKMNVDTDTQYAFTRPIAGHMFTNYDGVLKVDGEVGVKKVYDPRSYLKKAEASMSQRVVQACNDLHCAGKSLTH
# FadD28 binding = inhibitors of FadD28 bisubstrate probe binding, primary screen, biochemical, fluorescence polarization, single point. AID 588549, 2011. inhibition, % at 12.5 µM. Mycobacterium tuberculosis FadD28 fatty-acid-AMP ligase. 360,000 tested, 0.22% active; in the data active means inhibition above about 8.5%, passing the limit was not always enough; inconclusive means no clear call, values can overlap the other calls
# MazEF act = activators of E. coli MazEF toxin-antitoxin RNase, primary screen, biochemical, fluorescence, uHTS; Endoribonuclease toxin MazF (Escherichia coli (strain K12)), P0AE70; FAM/BHQ RNA-DNA oligo cleavage fluorescence, 5 h; activation, % at 20 µM; 350,000 tested, 0.32% active; AID 504720, 2011; in the data active means activation above about 50%
# Target sequence (P0AE70 whole entry, looked up): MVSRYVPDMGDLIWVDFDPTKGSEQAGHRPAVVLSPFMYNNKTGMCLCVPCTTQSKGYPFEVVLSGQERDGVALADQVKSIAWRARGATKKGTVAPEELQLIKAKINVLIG
# BoNT F protease = BoNT/F light chain protease inhibitors, primary screen, biochemical, flow cytometry, MLPCN library; Multiplex microsphere protease cleavage assay; inhibition, % at 10 µM; 360,000 tested, 0.22% active; in the data active means inhibition above about 35%, passing the limit was not always enough; inconclusive means no clear call, values can overlap the other calls; further: plate controls were buffer without enzyme for full effect and enzyme alone for no effect
# Starred values were filed as active, the others as inactive; ? = inconclusive; nt = no result given. Unless noted, no stated cut-off is given here; in the data, active means inhibition above about 30%; inactive means the rest. Rows are unselected; 4.9% or so of the library scored in one or more.
SMILES,VHR inh abs,GDH-TPI counter,UGM FP inh,CCHFV vOTU inh,BioA inh,Rv3671c inh,FBA Mtb inh,FadD28 binding,MazEF act,BoNT F protease
Cc1cc(C)c(S(=O)(=O)Oc2ccccc2[N+](=O)[O-])c(C)c1,nt,6,nt,-2,0.0,nt,-1,-2.1,0,-2
CN(C)C(=O)c1nnsc1Sc1ccc(Cl)cc1,16,1,-1.5,4,-0.4,-4,4,-1.0,-1,1
CCCCn1cnc2c(SCc3ccc(Br)cc3)nc(N)nc21,nt,-3,nt,0,-0.6,nt,0,-5.3,1,-1
O=C(Nc1ccccc1N1CCN(C(=O)c2ccccc2)CC1)c1cccc(Cl)c1,11,15,-2.8,5,-1.6,3,5,-1.4,3,-10
COc1ccc(OC)c(S(=O)(=O)NCCc2csc(-c3cccnc3)n2)c1,18,5,-2.3,10,nt,-7,2,-1.2,-1,nt
C=CCNC(=S)N/N=C/c1ccc(C(C)(C)C)cc1,-11,12,nt,22,nt,nt,3,-0.5,-8,-18
Cc1cccc(N2CCN(C(=O)c3c(-c4ccccc4Cl)noc3C)CC2)c1C,10,-6,4.4,21,-0.1,0,2,-4.1,nt,-4
CCN(c1ccccc1)S(=O)(=O)c1cccc(C(=O)OCC(=O)c2c(N)n(C)c(=O)n(C)c2=O)c1,nt,3,nt,10,-3.1,nt,6,-0.7,-3,-2
COc1ccccc1N1CCN(C(=O)C2CCC(Cn3c(=S)[nH]c4ccccc4c3=O)CC2)CC1 (centres undefined),-9,23,-3.3,-3,0.1,-2,-4,-2.4,-5,-8
O=C(Nc1nc2ccccc2[nH]1)c1ccc(Cl)c([N+](=O)[O-])c1,6,3,1.7,8,-2.3,12,-1,0.4,-3,-12
CC(C)NC(=S)N/N=C/c1cccs1,35,38*,-0.5,20,-1.6,5,-5,-4.6,5,?
Cn1nnnc1SCc1c(F)cccc1F,22,1,1.5,-4,nt,-5,5,1.7,-5,6
Cn1c(-c2ccccn2)[n+](C)c2ccccc21,-18,-9,-0.5,-10,1.8,5,0,-4.6,3,-1
COc1ccc(C(=O)Nc2nc3c(s2)Cc2cc(OC)ccc2-3)cc1,20,16,0.6,17,0.1,-11,3,-3.5,2,-8
COC(=O)c1ccc(CSc2nc3c(c(=O)n2-c2ccc(C)cc2)SCC3)o1,-6,9,-2.8,8,26,8,-3,-8.0,3,-5
O=C(Nc1ccc(COc2ccccc2)cc1)Nc1cccc(C(=O)O)c1,22,0,-0.2,12,0.0,2,2,-1.1,-2,-22
O=C(NCCc1c[nH]c2ccccc12)/C(=C\c1cccnc1)NC(=O)c1ccccc1Br,21,3,-1.1,7,1.3,-2,1,-0.5,-2,?
CC1CN(c2ccccc2)CCN1C(=O)c1cc(COc2c(F)cccc2F)on1 (centres undefined),13,8,0.8,22,-0.8,2,1,-0.7,-3,5
CCOc1ccccc1CNC(=O)c1ccc2c(c1)N(CC)CCS2,-10,14,3.6,-53,-0.4,4,74*,1.2,-1,-36
COc1cc(Cl)c(C)cc1NC(=O)c1cc(S(=O)(=O)N(C)C)ccc1N1CCCC1,-10,13,-0.4,11,-1.3,5,-1,-3.2,0,3
Cc1cc(C)cc(OCC(=O)N/N=C/c2ccncc2)c1,47,5,-2.1,-5,9.6,7,6,-1.8,5,-3
O=C(c1ccc(Cl)cc1)c1oc2ccccc2c1CS(=O)c1ccccc1 (centres undefined),24,25,2.1,-3,-0.5,-6,-2,-4.3,-8,-8
CCN(CC)CCCn1c(C)cc2c(c1=O)C(c1cccc(Cl)c1)C(C#N)=C(N)O2 (centres undefined),-5,-3,nt,10,0.2,nt,0,-1.4,9,-2
CCC(C)(C)c1ccc(OCC(=O)Nc2ccncc2)cc1,39,3,-0.2,4,0.5,-4,0,-2.6,-4,?
O=c1c2ccccc2nc(-c2ccccc2Cl)n1-c1cccc(O)c1,-24,0,-6.2,0,0.1,nt,-2,-4.2,-8,2
CC(=O)OCCn1c(C)[n+](CCOC(C)=O)c2cc(Cl)c(Cl)cc21,24,12,0.5,3,nt,-4,-1,-0.5,-18,9
CCCN(CCC)C(=O)CC(c1ccc(F)cc1)c1ccco1 (centres undefined),15,12,1.6,19,-1.1,0,-2,-3.0,5,3
Cc1ccc(S(=O)(=O)NC(=O)Nc2ccc(F)cc2)cc1,9,4,-0.7,12,-1.6,1,-2,-1.7,7,3
CN(C)/C=C/C(=O)Oc1ccc(Cl)cc1Cl,17,8,1.0,2,nt,7,-1,-0.3,-3,4
Cc1ccn2cc(CCNS(=O)(=O)c3ccc([N+](=O)[O-])cc3)nc2c1,33,-18,0.7,-11,nt,9,2,-1.5,3,-4
CCOC(=O)C1CCCN(C(=O)c2ccc([N+](=O)[O-])cc2)C1 (centres undefined),-7,12,1.8,-7,nt,9,2,-1.1,6,1
O=C(CSc1nc2ccc(Cl)cc2[nH]1)c1cccs1,11,0,3.4,-3,nt,-2,2,-0.3,-5,-3
CCCC(=O)Nc1ccccc1NC(=O)CN(C)S(=O)(=O)c1ccc(C)cc1,6,3,-2.0,-11,0.0,-11,-1,-0.9,-2,-24
CN(C)C(=O)CSc1n[nH]c(=O)n1CCc1ccccc1,7,-4,1.8,-14,-1.4,-4,-5,-3.0,1,2
Cc1nn(-c2cccc(Cl)c2)c2c1C(c1ccncc1)C(C#N)=C(N)O2 (centres undefined),13,9,-1.0,20,nt,-139,-3,4.6,5,4
CCOC(=O)NCc1cc(-c2nn(C)c(=O)c3ccccc23)ccc1C,-8,-6,-4.7,2,2.7,-3,-3,-3.9,0,?

# A second format for 16 compounds above.
# Screens in order: VHR inh abs	GDH-TPI counter	UGM FP inh	CCHFV vOTU inh	BioA inh	Rv3671c inh	FBA Mtb inh	FadD28 binding	MazEF act	BoNT F protease
CC1CN(c2ccccc2)CCN1C(=O)c1cc(COc2c(F)cccc2F)on1 (centres undefined)
 : 13	8	0.8	22	-0.8	2	1	-0.7	-3	5
CCOc1ccccc1CNC(=O)c1ccc2c(c1)N(CC)CCS2
 : -10	14	3.6	-53	-0.4	4	74*	1.2	-1	-36
COc1cc(Cl)c(C)cc1NC(=O)c1cc(S(=O)(=O)N(C)C)ccc1N1CCCC1
 : -10	13	-0.4	11	-1.3	5	-1	-3.2	0	3
Cc1cc(C)cc(OCC(=O)N/N=C/c2ccncc2)c1
 : 47	5	-2.1	-5	9.6	7	6	-1.8	5	-3
O=C(c1ccc(Cl)cc1)c1oc2ccccc2c1CS(=O)c1ccccc1 (centres undefined)
 : 24	25	2.1	-3	-0.5	-6	-2	-4.3	-8	-8
CCN(CC)CCCn1c(C)cc2c(c1=O)C(c1cccc(Cl)c1)C(C#N)=C(N)O2 (centres undefined)
 : -5	-3	nt	10	0.2	nt	0	-1.4	9	-2
CCC(C)(C)c1ccc(OCC(=O)Nc2ccncc2)cc1
 : 39	3	-0.2	4	0.5	-4	0	-2.6	-4	?
O=c1c2ccccc2nc(-c2ccccc2Cl)n1-c1cccc(O)c1
 : -24	0	-6.2	0	0.1	nt	-2	-4.2	-8	2
CC(=O)OCCn1c(C)[n+](CCOC(C)=O)c2cc(Cl)c(Cl)cc21
 : 24	12	0.5	3	nt	-4	-1	-0.5	-18	9
CCCN(CCC)C(=O)CC(c1ccc(F)cc1)c1ccco1 (centres undefined)
 : 15	12	1.6	19	-1.1	0	-2	-3.0	5	3
Cc1ccc(S(=O)(=O)NC(=O)Nc2ccc(F)cc2)cc1
 : 9	4	-0.7	12	-1.6	1	-2	-1.7	7	3
CN(C)/C=C/C(=O)Oc1ccc(Cl)cc1Cl
 : 17	8	1.0	2	nt	7	-1	-0.3	-3	4
Cc1ccn2cc(CCNS(=O)(=O)c3ccc([N+](=O)[O-])cc3)nc2c1
 : 33	-18	0.7	-11	nt	9	2	-1.5	3	-4
CCOC(=O)C1CCCN(C(=O)c2ccc([N+](=O)[O-])cc2)C1 (centres undefined)
 : -7	12	1.8	-7	nt	9	2	-1.1	6	1
O=C(CSc1nc2ccc(Cl)cc2[nH]1)c1cccs1
 : 11	0	3.4	-3	nt	-2	2	-0.3	-5	-3
CCCC(=O)Nc1ccccc1NC(=O)CN(C)S(=O)(=O)c1ccc(C)cc1
 : 6	3	-2.0	-11	0.0	-11	-1	-0.9	-2	-24

# Additional results.
SMILES,VHR inh abs,GDH-TPI counter,UGM FP inh,CCHFV vOTU inh,BioA inh,Rv3671c inh,FBA Mtb inh,FadD28 binding,MazEF act,BoNT F protease
CSCCC(NS(=O)(=O)c1ccccc1)C(=O)OC(C)C(=O)Nc1ccc(Cl)cn1 (centres undefined),nt,5,-1.0,20,-0.3,2,2,-9.6,8,2
CCOC(=O)c1cccc(NC(=O)Cn2nc(C)n3cccc3c2=O)c1,18,6,0.2,11,1.4,-9,-3,-3.2,13,7
O=C(O)c1ccc(N2C(=O)c3cccc(Oc4ccc(Cl)cc4)c3C2=O)cc1,4,3,-0.6,-9,4.0,-2,0,-0.8,0,-1
Cc1ccccc1NC(=O)NCCc1ccc(Cl)cc1,1,4,-3.7,2,4.4,0,-2,-3.9,-5,2
Cc1ccc(C(=O)CCc2ccc(N)cc2)cc1,22,5,2.1,17,-0.4,-4,1,-1.2,0,1
O=c1c2ccccc2cnn1-c1ccc(Cl)nn1,6,-1,-2.8,-9,nt,2,2,0.6,-10,-9
Clc1ccc(Cl)c(Oc2ccc(Oc3nc(Cl)ccc3Cl)cc2)n1,2,6,2.3,-8,-2.4,7,4,-1.0,-2,-4
O=c1[nH]cnc2c1c(-c1ccccc1)cn2-c1cccc(Cl)c1,0,-6,-1.1,12,0.5,-12,-5,-5.1,2,1
N#CCCN(CCC#N)C(=O)C1c2ccccc2Oc2ccccc21,6,10,73*,1,-10.0,84*,4,11*,-13,31
Cc1ccc(C(=O)Nc2ccccc2-c2ccccc2)cc1[N+](=O)[O-],31,2,0.1,4,0.9,1,1,-0.4,0,-11
CS(=O)(=O)Nc1cccc(C(=O)OCCCOc2ccc(F)cc2)c1,13,-7,-1.0,22,1.1,-16,0,-3.4,-2,-12
COc1ccc(OC)c(/C=N/NC(=O)c2cc3c(OC)c(OC)ccc3[nH]2)c1,-1,35*,-0.2,2,nt,14,1,-2.0,17,-1
CCOC(=O)[C@H]1[C@H]2COc3ccc(OC)cc3[C@@H]2N2C(=O)c3cc(OC)c(OC)cc3NC(=O)[C@@]12C,nt,1,2.5,7,-1.0,-4,1,-2.2,-12,-3
COc1nc(N(C)C)nc(N(OC)S(=O)(=O)c2ccccc2Cl)n1,-3,9,-2.1,-16,2.1,-5,-1,-1.7,-14,-7
CC(Cc1cccnc1)NC(=O)c1ccccc1OC1CCN(S(C)(=O)=O)CC1 (centres undefined),34,-6,1.0,4,nt,-6,2,-0.6,-4,-3
O=C(Nc1ccccc1N1CCN(C(=O)c2ccccc2)CC1)c1cc(Br)ccc1Cl,20,19,0.9,4,0.5,-4,-5,-1.6,-17,-2
O=C(CN1C(=O)c2ccccc2S1(=O)=O)NCc1cccnc1,10,10,3.3,-11,-0.4,-2,5,-1.0,0,0
CC(Sc1ccccc1F)C(=O)Nc1cccc(S(=O)(=O)N2CCOCC2)c1 (centres undefined),nt,6,-0.2,-7,3.0,4,-3,-4.3,0,2
